Screening data deposited in PubChem BioAssay by National Center for Advancing Translational Sciences (NCATS).
Epigenetic derep – derepresses silenced GFP reporter in murine cells. murine LDR cells, GFP reporter derepression, 30 h. Potency, µM (doses to about 53.9 µM), for inactives: at the highest dose GFP activation, hits mostly activators. hit rate 0.2% among 280,000; also: % of control where 0% means no effect; nearly all actives have a fitted effect of over 60% in size
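Derepression of a silenced CMV-GFP reporter in murine LDR cells is scored by enumerating GFP-positive cells with a laser-scanning microplate cytometer after 30 hours of treatment at 37 C.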
Tau fluor counter – counter-screen for tau fibril formation inhibitors | tau K18 P301L (four-repeat tau fragment) Alexa594 fluorescence, heparin fibrillization | hit rate 0.93% among 280,000 | AID 1463 | Potency, µM (highest dose often 57.7 µM), inactives show at the top dose activity change, negative = decrease; also: % is scaled to controls: 0 for no effect and ±100 for the full control effect; nearly all actives have a fitted effect of over 55% in size
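Human K18 P301L tau (15 uM unlabeled plus 0.24 uM Alexa 594-labeled, final) in 100 mM sodium acetate pH 7 was mixed with compound and 20 uM heparin and incubated 6 hr at 37 C.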
Numbers without * were called inactive; ? = inconclusive. Calls follow the shape of the dose curve; as a rule, active = well fitted curve in the direction sought with a large enough effect; inconclusive = small, poorly fitted or top-dose-only effect, or another doubt; inactive = no such curve, though single readings can be large; an effect the other way counts as inactive or inconclusive. Potency is read from the fitted curve at half-maximal effect. The list is partial; count on the stated rates, not on these rows.

Molecule,Epigenetic derep,Tau fluor counter
COc1ccc(OC)c(CCNc2ncnc3onc(-c4ccc(F)cc4)c23)c1,0.0%,-21%
Cc1cccc(OCC(=O)Nc2ccc3c(c2)N(C)C(=O)c2ccccc2S3)c1,-1.3%,?
CCc1ccc2nc(N(Cc3cccnc3)C(=O)c3ccc(C#N)cc3)sc2c1,11%,-14%
COc1ccc(CNC(=O)c2cnn(-c3ccc(F)cc3)c2-n2cccc2)cc1,1.0%,-11%
CCC(CO)Nc1ncnc2c1cnn2-c1ccc(C)cc1 (centres undefined),4.8%,-1%
O=C(NCCc1ccccc1Cl)c1cc2ccccn2n1,?,-8%
COc1ccc2oc(=O)c(-c3nc(-c4ccc(C)c(C)c4)cs3)cc2c1,-1.3%,-28%
CCN1C(=O)c2ccccc2Sc2ccc(NC(=O)c3ccc(Cl)cc3)cc21,4.2%,-20%
COc1ccc(NC(=O)c2cnn(-c3ccc(C)c(C)c3)c2C2CCNCC2)cc1OC,0.0%,-1%
Cc1cn2c(=O)cc(COC(=O)c3ccc(NC(=O)c4ccccc4C)cc3)nc2s1,-3.4%,-19%
COc1cc2c(cc1OC)C(COc1cc(C)cc(C)c1)N(C(=O)COc1ccccc1)CC2 (centres undefined),-0.3%,-2%
CC(C)(C)OC(=O)N1CCC(c2c(C(=O)N3CCN(C(=O)c4ccco4)CC3)cnn2-c2ccccc2)CC1,-0.4%,-1%
CCOc1ccc(-n2c(SCc3ccc(C(=O)OC)o3)nc3c([nH]c4ccccc43)c2=O)cc1,1.4%,0%
Cc1cccc(Nc2cc(C)nc(-n3nc(C)cc3C)n2)c1,-2.7%,-15%
Cn1cc(S(=O)(=O)N2CCCCCC2)cc1C(=O)N1CCN(c2ccc(F)cc2)CC1,0.8%,-1%
COc1ccccc1CNC(=O)C1CCCN(S(=O)(=O)c2ccc3c(c2)CCCN3C(C)=O)C1 (centres undefined),0.0%,-10%
CCOc1ccc(NC(=O)CSC2=Nc3ccccc3C3=NC(Cc4ccccc4)C(=O)N23)cc1 (centres undefined),-0.5%,-28%
CC1CCc2c(sc3nnn(CC(=O)Nc4ccc(Cl)cc4)c(=O)c23)C1 (centres undefined),1.1%,?
CCc1c(C)sc2c1CCN(Cc1cccc(F)c1)C2c1ccccc1 (centres undefined),14%,-2%
Cc1ccc(CNC(=O)c2cc(-c3ccc(C)c(C)c3)nc3ccccc23)cc1,0.6%,-5%
NC(=O)CSc1ncc2c(n1)-c1ccccc1N(Cc1ccc(Cl)cc1)S2(=O)=O,?,-6%
CCOC(=O)c1c(C)[nH]c(C)c1S(=O)(=O)N(C)CC(=O)Nc1ccc(C)cc1Br,4.2%,-18%
CCOc1ccc(C(=O)Nc2ccc3c(c2)N(C(C)=O)CCC3)cc1OCC,5.5%,-4%
Cc1ccnc(NC(=O)c2c(C)oc3ncn(CC(C)C)c(=O)c23)c1,-1.3%,-10%
CCOc1ccc(CNC(=O)c2c(C)nn(-c3ccc(F)cc3)c2-n2cccc2)cc1,0.4%,7%
O=C(O)c1ccc2c(c1)N(Cc1ccc(F)cc1Cl)C(=O)c1ccccc1S2,0.9%,0%
O=C(Cc1ccc(F)cc1)NC1CC(=O)N(c2ccccc2)C1 (centres undefined),1.3%,0%
COc1cccc(N2CCN(C(=O)c3cnn(-c4ccccc4Cl)c3C3CCN(C(=O)OC(C)(C)C)CC3)CC2)c1,-0.4%,5%
O=S(=O)(c1ccc2nc(NCc3ccccc3Cl)ccc2c1)N1CCCCC1,-1.5%,?
CCOc1ccc(CNC(=O)CCC(=O)N2Cc3ccccc3Oc3ncccc32)cc1,0.0%,-1%
COc1ccc(CCNC(=O)c2c(C)oc3ncnc(N4CCOCC4)c23)c(OC)c1,-0.4%,-5%
O=C(Cn1cnc2onc(-c3ccc(F)cc3)c2c1=O)Nc1cccc(C(F)(F)F)c1,?,?
CCOC(=O)c1c(S(=O)(=O)N2CCCC(C(=O)NCc3ccccc3OC)C2)c(C)n(C)c1C (centres undefined),3.9%,-10%
Cc1ccc(-c2nnc(Nc3cccc(C(F)(F)F)c3)c3ccccc23)cc1S(=O)(=O)N1CCOCC1,0.3%,?
O=C(/C=C\c1ccccc1)NC1CC(=O)N(c2ccccc2)C1 (centres undefined),2.0%,-11%
O=C(CSc1nc(=O)n(Cc2ccncc2)c2c1CCC2)Nc1cccc(F)c1,1.2%,-3%
O=C(Nc1cccc(C(=O)N2CCN(c3ccccc3F)CC2)c1)c1nsc2ccccc12,5.3%,-25%
CCC(C)NC(=O)CSc1nc2cc3c(cc2c(=O)n1CCCC(=O)NCc1ccc2c(c1)OCO2)OCO3 (centres undefined),-0.5%,0%
COc1ccc(OC)c(S(=O)(=O)N2CCN(Cc3nc4ccc(C)cc4o3)CC2)c1,-3.7%,-1%
CCOc1ccc(-c2c(C)nn3c(C)c(C(=O)Nc4cc(C)cc(C)c4)cnc23)cc1OCC,0.6%,-10%
COc1cccc(NC(=O)c2cnc(SCC(=O)N3CCCc4ccccc43)n(C)c2=O)c1,-1.0%,-14%
O=C(CCCn1c(=O)[nH]c2ccccc2c1=O)N1CCN(c2ccccc2)CC1,-1.3%,-5%
Cc1ccc(C(=O)COC(=O)C(Cc2c[nH]c3ccccc23)NC(=O)c2ccc(C(C)(C)C)cc2)cc1 (centres undefined),0.0%,?
CN1C(=O)C2(c3ccccc31)N(c1ccc(Br)cc1)C(=O)CS2(=O)=O (centres undefined),-1.3%,0%
Cc1ccc(NC(=O)CSc2nnc3[nH]c(=O)cc(C)n23)cc1Cl,2.7%,1%
Cc1ccccc1OCC(=O)Nc1ccccc1C(=O)OCc1cc(=O)n2c(C)csc2n1,-3.3%,4%
COCCCNC(=O)c1nn(-c2ccc(C)cc2)c(=O)n(C)c1=O,-0.6%,8%
CCOc1ccccc1Nc1ncnc2c1c(-c1ccccc1)cn2-c1ccc(OC)cc1,-1.0%,-13%
CN(C)c1ccc(CNC(=O)c2cccc(NC(=O)N3CCSc4ncccc43)c2)cc1,-1.2%,-7%
O=C(CSc1n[nH]c(-c2ccccc2)n1)N1CCCCC1,0.7%,2%
Cc1ccccc1NC(=O)CN(C)S(=O)(=O)c1cccc2nsnc12,-0.2%,0%
CCCCN(CC)C(=O)c1c[nH]c2ccc(S(=O)(=O)N(C)c3ccc(Cl)cc3)cc2c1=O,0.6%,-17%
CCOc1ccc(NS(=O)(=O)c2ccc3[nH]cc(C(=O)N(C)C4CCCCC4)c(=O)c3c2)cc1,-1.1%,-19%
CCOC(=O)c1ccccc1NC(=O)c1c(C)oc2ncnc(N3CCOCC3)c12,0.2%,-15%
O=C(COc1ccc2ccccc2c1)NC1CC(=O)N(c2ccc(F)cc2)C1 (centres undefined),6.3%,-11%
COc1ccc(NS(=O)(=O)c2ccc3c(c2)CCCN3C(=O)C2CCC2)cc1OC,0.0%,-22%
COCCNC(=O)c1nn(-c2ccc(C)cc2)c(=O)n(C)c1=O,-1.7%,1%
COc1ccccc1CNC(=O)c1ccc(-c2nc(CN3CCc4ccccc43)c(C)o2)cc1,2.5%,-26%
COc1ccc(-c2cc(C(C)=O)c(C)n2CCC(=O)Nc2ccc(C(F)(F)F)cc2)cc1,0.0%,?
CCOc1ccc(C2C(C(=O)Nc3ccccc3OC)=C(C)Nc3c(C(=O)Nc4cccc(C)c4)cnn32)cc1 (centres undefined),-0.4%,-21%

Later entries
Molecule,Epigenetic derep,Tau fluor counter
O=C(c1cccs1)N(Cc1cccnc1)c1nc2c(F)cc(F)cc2s1,1.2%,-16%
O=C(Cn1nc2c(cc1=O)CCCC2)Nc1ccccc1C(F)(F)F,0.0%,-17%
CN1CCN(c2ncc3c(n2)CCN(Cc2ccc(Br)s2)C3)CC1,-5.0%,3%
Cc1c(C)n(Cc2ccccc2)c2ccc(C(=O)N3CCN(c4ccccc4F)CC3)cc12,-3.9%,7%
COc1ccc(N2CCN(S(=O)(=O)CCNC(=O)Cc3ccc(-c4ccccc4)cc3)CC2)cc1,6.1%,-9%
CCc1ccc(NC(=O)CC2C(=O)N(c3ccc(Cl)cc3)C(=O)N2Cc2ccco2)cc1 (centres undefined),2.1%,?
CC(Oc1ccccc1)C(=O)Nc1cccc(-c2cn3cccnc3n2)c1 (centres undefined),0.8%,-18%
Cc1cc(C)cc(NC(=O)CCC(=O)N2Cc3ccccc3Oc3ncccc32)c1,0.0%,-16%
Cc1ccc(-n2c(=O)c3c(C)c(C(=O)N(C)C)sc3n(Cc3ccccc3C)c2=O)cc1C,-0.2%,-5%
Cc1cc(Br)ccc1NC(=O)c1sc2ncn(Cc3ccccc3Cl)c(=O)c2c1C,-0.2%,-12%
Cc1cc(C)cc(NC(=O)N2CCN(c3cc(-c4noc(C)n4)ccc3C)CC2)c1,0.0%,-25%
CCOC(=O)c1c(C)[nH]c(C)c1S(=O)(=O)N1CCCC(C(=O)NCc2cccc(C)c2)C1 (centres undefined),1.0%,-9%
COC(=O)c1sccc1S(=O)(=O)N(CC(=O)NCc1ccccc1)c1ccc(C)c(C)c1,2.9%,1%
Cc1ccc(-c2nc(C)c(CCNC(=O)C(=O)Nc3cc(C)ccc3C)s2)cc1,0.0%,-12%
COc1cccc(C(=O)Nc2cccc(-c3cn4c(C)csc4n3)c2)c1OC,1.0%,-28%
COc1ccc(NC(=O)CSC2=Nc3ccccc3C3=NC(CCC(=O)NC4CCCCC4)C(=O)N23)cc1 (centres undefined),-1.3%,-15%
COc1ccc(CNC(=O)CCc2c(C)nn(-c3ccc(N4CCOCC4)nn3)c2C)c(OC)c1,0.0%,-1%
O=C(NCc1ccccc1Cl)c1ccc2c(c1)N(Cc1ccccc1)C(=O)c1ccccc1S2,0.0%,-10%
COc1ccc(-c2nc(C)c(CCNC(=O)c3ccco3)s2)cc1,0.0%,-6%
CN1c2ccc(Cl)cc2-c2nc(SCC(=O)NCc3ccccc3)ncc2S1(=O)=O,0.6%,-14%
O=C(Cn1c(=O)oc2ccccc21)NCc1ccccc1Cl,1.1%,4%
CC1=C(C(=O)Nc2ccccc2)C(c2cccc(Cl)c2)n2nc(SCC(=O)c3ccc(C)cc3)nc2N1 (centres undefined),-0.2%,12%
CCOc1ccc(CCNC(=O)c2cnc3sc(N4CCOCC4)nn3c2=O)cc1,0.0%,-4%
CCCCNC(=O)CSc1nc2cc3c(cc2c(=O)n1Cc1ccc(C(=O)NCCc2ccc(OC)c(OC)c2)cc1)OCO3,6.5%,1%
COc1ccc(NCc2cccn2-c2nnc(N3CCC(C)CC3)s2)c(OC)c1,1.3%,?
Cc1ccn2c(=O)cc(CSc3nnc(NC(=O)c4ccccc4Cl)s3)nc2c1,-4.0%,1%
Cc1ccc(OCC(=O)NCC(=O)OCc2cc(=O)n3nc(C(C)C)sc3n2)cc1,0.0%,0%
COc1ccc(Cn2ccc3nc(C)c(C(=O)Nc4ccc(OC)c(OC)c4)cc3c2=O)cc1,-1.1%,-7%
CSc1cccc(NC(=O)N2CCN(S(=O)(=O)c3ccc4c(ccn4C)c3)CC2)c1,-0.6%,-29%
CNC(=O)c1c(NC(=O)c2ccc(S(=O)(=O)N3CCC(C)CC3)cc2)sc2c1CCC2,-1.6%,-17%

Record cards, from the list above. Order of screens: Epigenetic derep, Tau fluor counter
Shown for `COc1ccc(N2CCN(S(=O)(=O)CCNC(=O)Cc3ccc(-c4ccccc4)cc3)CC2)cc1` → 6.1%, -9%
Shown for `CNC(=O)c1c(NC(=O)c2ccc(S(=O)(=O)N3CCC(C)CC3)cc2)sc2c1CCC2` → -1.6%, -17%

Returning to the listing; the 5 compounds before the break are reprinted first.
Molecule,Epigenetic derep,Tau fluor counter
Cc1ccn2c(=O)cc(CSc3nnc(NC(=O)c4ccccc4Cl)s3)nc2c1,-4.0%,1%
Cc1ccc(OCC(=O)NCC(=O)OCc2cc(=O)n3nc(C(C)C)sc3n2)cc1,0.0%,0%
COc1ccc(Cn2ccc3nc(C)c(C(=O)Nc4ccc(OC)c(OC)c4)cc3c2=O)cc1,-1.1%,-7%
CSc1cccc(NC(=O)N2CCN(S(=O)(=O)c3ccc4c(ccn4C)c3)CC2)c1,-0.6%,-29%
CNC(=O)c1c(NC(=O)c2ccc(S(=O)(=O)N3CCC(C)CC3)cc2)sc2c1CCC2,-1.6%,-17%
COc1cccc(N2CCN(S(=O)(=O)c3cn(C)c(C)n3)CC2)c1,1.7%,5%
CCOc1ccc(-n2c(SCC(=O)N3CCOCC3)nc3c([nH]c4ccccc43)c2=O)cc1,0.0%,13%
Cc1ccc(NS(=O)(=O)c2ccc(NC(=O)N3CCCC3)cc2)cc1C,2.8%,-7%
COc1ccc(-c2nnc(SCC(=O)NC3CCCCC3)nc2-c2ccc(OC)cc2)cc1,?,-5%
Cc1ccc(C)c(NC(=O)N2CCN(c3nnc(C)c4c(C)n(-c5ccccc5)nc34)CC2)c1,0.0%,1%
O=C(CCC(=O)N1Cc2ccccc2Oc2ncccc21)NCc1cccc(Cl)c1,-1.3%,-10%
CCSC1=NC2(CCN(C(=O)NC3CCCCC3)CC2)N=C1c1ccc(C)cc1,-1.3%,-5%
